hcDAF12 agonist – activators of H. contortus DAF-12 nuclear receptor; HEK293 hcDAF-12 lit1-tk-luc reporter, luminescence; 0% DMSO, 100% Δ7-dafachronic acid; activation, % at 6.8 µM; AID 652067; actives 1.4% (n = 370,000);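 active = activation above the mean of all tested compounds plus 3 SD, cut at about 5.5% in these data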;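 note: 100% = response to 3 µM Δ7-dafachronic acid high control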
NPR1 activator – GC-A (human) enzyme activation. P16066. HEK293 GC-A cells, cGMP TR-FRET, EC30 ANP; 0% at EC30 ANP, 100% saturating ANP. activation, % at 10 µM. actives 0.14% (n = 370,000). AID 1671463; in the data active = activation above about 40%
ssDAF-12 act – S. stercoralis DAF-12 activation, primary screen; HEK293 ssDAF-12/GRIP1 lit1-tk-luc reporter, luminescence; % of 3 µM dafachronic acid response; activation, % at 6.8 µM; actives 1% (n = 370,000); AID 652126;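 active = activation above the mean over all tested compounds plus 3 SD, cut at about 0.9% in these data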;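 note: 0% = DMSO-only wells and 100% = 3 µM delta7-dafachronic acid wells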
ADAM17 inh – inhibitors of human ADAM17. P78536. inhibition, % at 6.95 µM. actives 0.83% (n = 370,000). recombinant ADAM17, EDANS/DABCYL FRET peptide cleavage;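 active = inhibition above the mean of compounds lying between control limits plus 3 SD, set per campaign, cut at about 8.5% in these data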;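 note: 0% = DMSO-only wells as the low control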
hgDAF-12 ag – agonists of H. glycines DAF-12 nuclear receptor; HEK293 GAL4-hgDAF12 UAS-luciferase reporter, agonist luminescence; normalized to butyrate control; activation, % at 6.8 µM; actives 1.8% (n = 370,000);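 active = activation above a cutoff set at the mean of all screened compounds plus 3 SD, cut at about 10% in these data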;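 note: 0% = DMSO wells and 100% = sodium butyrate wells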
ADAM10 inh – inhibits human ADAM10; O14672; recombinant ADAM10, EDANS/DABCYL FRET peptide cleavage, 3 h; inhibition, % at 7 µM; actives 0.62% (n = 370,000); AID 720582;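 active = inhibition above a per-campaign cutoff equal to the mean of compounds falling between control-based bounds plus 3 SD, cut at about 20% in these data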;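 note: 0% = DMSO wells while the 100% control is not disclosed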
Target sequence (O14672 214-748 limits assumed): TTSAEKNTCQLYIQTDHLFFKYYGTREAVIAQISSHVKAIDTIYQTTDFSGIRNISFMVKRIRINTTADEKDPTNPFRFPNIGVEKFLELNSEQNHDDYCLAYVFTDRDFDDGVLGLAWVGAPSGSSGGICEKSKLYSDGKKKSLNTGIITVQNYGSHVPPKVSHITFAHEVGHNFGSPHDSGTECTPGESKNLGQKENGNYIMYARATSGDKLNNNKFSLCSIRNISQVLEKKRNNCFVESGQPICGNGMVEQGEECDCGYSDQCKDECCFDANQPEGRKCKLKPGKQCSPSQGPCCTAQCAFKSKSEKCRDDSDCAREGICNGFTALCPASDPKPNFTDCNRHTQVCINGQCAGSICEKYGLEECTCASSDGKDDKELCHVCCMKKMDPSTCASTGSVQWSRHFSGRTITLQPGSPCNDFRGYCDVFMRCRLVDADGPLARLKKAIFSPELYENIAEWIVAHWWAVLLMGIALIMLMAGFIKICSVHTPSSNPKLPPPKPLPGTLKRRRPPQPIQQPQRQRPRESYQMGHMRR
PG9 Ab binder – binds the HIV-1 gp120 antibody PG9. inhibition, % at 6.7 µM. AID 624416. actives 0.43% (n = 360,000). TR-FRET gp120-PG9 antibody binding; in the data active = inhibition above about 8.5%
SMARCA2 act – activators of SMARCA2 function. actives 1% (n = 370,000). AID 652017. MG213 cells, MMTV-luciferase reporter, dexamethasone, overnight. activation, % at 9.1 µM; in the data active = activation above about 7.8%;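 note: 0% = vehicle wells and 100% = reference activator wells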
DAX1 inh-1 – inhibits human nuclear receptor DAX1; HEK293 Gal4-DAX1 luciferase reporter, luminescence; AID 504766; inhibition, % at 6.75 µM; actives 0.99% (n = 340,000);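 active = inhibition above the mean over all tested compounds plus 3 SD, cut at about 4.2% in these data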;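 note: 0% = DAX1-transfected cells with DMSO and 100% = empty-vector control cells with DMSO; inhibition shows as a rise in luminescence from relieved DAX1 repression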
Target sequence (P51843 207-470 limits assumed): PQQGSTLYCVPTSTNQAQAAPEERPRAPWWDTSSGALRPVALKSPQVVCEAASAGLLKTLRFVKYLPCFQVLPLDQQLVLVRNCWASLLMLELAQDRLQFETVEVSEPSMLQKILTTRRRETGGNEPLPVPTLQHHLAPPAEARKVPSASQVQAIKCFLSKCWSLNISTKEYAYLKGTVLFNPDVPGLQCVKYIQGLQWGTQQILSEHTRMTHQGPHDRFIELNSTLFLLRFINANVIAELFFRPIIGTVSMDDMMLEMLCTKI
FXN GAA850 act – increases GAA850 frataxin promoter reporter activity; HEK293 lucGAA850 FXN promoter luciferase reporter, 24 h; percent of 10 µM SAHA response; activation, % at 6 µM; actives 0.56% (n = 360,000); AID 540364;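 active = activation above the average of all compounds screened plus 3 SD, cutoff fixed separately per campaign, cut at about 7.5% in these data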;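 note: 0% = DMSO wells and 100% = 10 µM SAHA wells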
DAX1 inh-2 – blocks DAX1 repression of SF-1 activated StAR promoter | HEK293T StAR-luciferase reporter, SF-1/DAX-1 repression relief | inhibition, % at 6.8 µM | actives 1.1% (n = 370,000) | AID 652010;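 active = inhibition above the mean over all tested compounds plus 3 SD, cut at about 3.6% in these data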;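 note: 0% = DAX-1 cells with DMSO and 100% = cells lacking DAX-1 with DMSO; higher inhibition means more luminescence from relief of DAX-1 repression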
* marks the source's active call; other numbers are inactive results; . = not tested or not shown. Rows are unselected; 6.8% or so of the library scored in one or more.

SMILES | hcDAF12 agonist | NPR1 activator | ssDAF-12 act | ADAM17 inh | hgDAF-12 ag | ADAM10 inh | PG9 Ab binder | SMARCA2 act | DAX1 inh-1 | FXN GAA850 act | DAX1 inh-2
CC(C)c1ccc(NC(=O)c2cnn(-c3ccccc3)c2NC(=O)c2ccco2)cc1 | -0.8 | -2 | -1.7 | 1 | -1.9 | 9 | -2.6 | 0 | -0.5 | 0.2 | 0.5
CCOc1cc(/C=N/n2cnnc2)ccc1OS(=O)(=O)c1ccc(C)cc1 | -1.4 | 0 | -1.4 | -3 | -0.5 | -8 | -1.7 | -4 | -1.2 | 4.8 | 0.0
CNc1c2cccc(C)c2nc2c(C(=O)NCCN(C)C)cccc12 | 38* | -8 | 4.1* | -43 | 9.4 | -175 | -2.1 | -5 | 4.2 | -15 | -5.4
Nc1nc(C2CCCCC2)cs1 | 1.8 | -2 | -1.8 | -2 | 4.3 | 0 | -4.2 | 3 | 1.1 | 0.2 | -0.5
O=C(NCCc1nc2ccccc2[nH]1)c1ccc(Cl)c([N+](=O)[O-])c1 | 0.4 | -5 | -0.8 | -2 | 0.0 | 7 | -0.2 | -2 | 0.3 | 2.0 | -1.0
CC(C)(C)OC(=O)NCCCC[C@H](NC(=O)c1nc[nH]c1C(=O)N1CCc2ccccc2C1)C(=O)OC(C)(C)C | -1.8 | 2 | -1.9 | 2 | -2.0 | 10 | 2.0 | -2 | -1.2 | -0.4 | -0.1
COc1ccc(S(=O)(=O)NCc2ccc3c(c2)OCO3)cc1C(=O)O | -1.1 | 1 | -0.8 | -4 | 0.3 | -1 | 1.0 | -2 | 2.1 | -2.1 | 0.1
CCN(c1ccccc1)S(=O)(=O)c1ccc(Cl)c(NC(=O)CN(C)Cc2cccc(F)c2)c1 | 0.3 | 3 | -1.1 | 0 | 3.1 | -12 | 0.7 | -4 | -1.0 | -1.4 | 0.8
C[C@H]1CN([C@@H](C)CO)C(=O)CCCn2nncc2CO[C@H]1CN(C)S(=O)(=O)c1ccc(-n2cccn2)cc1 | -1.1 | 3 | -1.0 | 1 | -2.5 | -1 | 0.2 | 1 | 0.7 | -0.3 | 2.7
CCc1ccccc1N=C1SCC(=O)N1C | -0.2 | 2 | -0.3 | -2 | -0.3 | 2 | -2.1 | 1 | 0.9 | -0.2 | 0.1
Cc1cc2c(c(=O)n1Cc1ccco1)C(c1ccccc1)C(C#N)=C(N)O2 (stereo not given) | -0.4 | -3 | -1.4 | -17 | 1.5 | -64 | -6.3 | -2 | 2.3 | -0.5 | 0.2
CCCN1C(=O)c2ccc(C(=O)Nc3cc(C)on3)cc2C1=O | 0.7 | 0 | -1.0 | 9.7* | 1.4 | 0 | -2.6 | -3 | 0.7 | -0.6 | -0.6
Cc1noc(C)c1C(=O)NC(C)c1ccc(Cl)cc1Cl (stereo not given) | -1.6 | 2 | -0.8 | -4 | 2.4 | 3 | -0.2 | 0 | 1.0 | -2.1 | 0.2
O=C(N/N=C/c1cccc([N+](=O)[O-])c1)c1cc(-c2ccccc2)nc2ccccc12 | -1.2 | 22 | -1.1 | -4 | -2.0 | 3 | 0.1 | 0 | 0.4 | 3.0 | -0.4
COc1ccc(NC(=O)c2cc(-c3ccccn3)nc3ccccc23)cc1S(=O)(=O)N(C)C | -1.9 | 6 | -1.3 | 1 | -4.4 | 0 | 0.9 | 0 | -0.8 | -7.1 | -3.7
Cc1ccc(-n2cc(-c3ccc([N+](=O)[O-])cc3)[nH]c2=S)c(C)c1 | -1.8 | 1 | -1.0 | 1 | -0.4 | 10 | -1.0 | -1 | -1.3 | 3.4 | -0.6
COC(=O)Nc1nc(-c2ccc(F)cc2)c(C)s1 | 0.4 | 4 | -1.6 | 0 | 4.7 | -3 | -1.6 | 1 | 0.8 | 2.8 | -1.1
COc1ccccc1CNC(=O)C[n+]1ccccc1 | 0.5 | 2 | -1.1 | -4 | 0.7 | 1 | -2.0 | -1 | -0.5 | -0.4 | -0.2
CN(CCc1ccccn1)C(=O)Nc1ccc(C(C)(C)C)cc1 | 1.4 | -6 | -0.5 | 0 | 0.5 | 0 | -0.8 | 3 | 3.9 | 1.6 | -0.1
NC(N)=NCc1cccc(I)c1 | -3.2 | 4 | -1.5 | -3 | 0.7 | 1 | -1.4 | -4 | -0.4 | -4.1 | -0.8
Clc1ccccc1-c1nnc(-c2ccc3c(c2)OCO3)o1 | 5.8* | 0 | 0.6 | -45 | 19* | -130 | -0.1 | 0 | 2.6 | 5.4 | 3.5
CC(C)Cn1c(N)c(C=O)c(=O)[nH]c1=O | -0.6 | 2 | -0.9 | 0 | 5.6 | -6 | 0.1 | 0 | 0.4 | 0.8 | 0.4
COc1ccc(NC(=O)N(C)C[C@H]2Oc3c(NS(=O)(=O)c4cccs4)cccc3C(=O)N([C@@H](C)CO)C[C@@H]2C)cc1 | 0.2 | 0 | 0.2 | -3 | -0.4 | 2 | -0.1 | 1 | 0.5 | -3.5 | -0.3
Cc1ccc(CNC(=O)C(=O)c2cn(CC(=O)N3CCOCC3)c3ccccc23)cc1 | 1.6 | 2 | -0.7 | -3 | 0.8 | 2 | 1.1 | -1 | -0.5 | 3.1 | 1.0
O=C(CCCN1C(=O)/C(=C/c2ccccc2Cl)SC1=S)NNC(=O)c1cccnc1 | -6.4 | 7 | -3.2 | -1 | -13 | 8 | -0.8 | -14 | -2.3 | -5.0 | -1.0
O=C(COC(=O)C1CC2CCCC(C1)C2=O)Nc1cccc(F)c1 (stereo not given) | -0.9 | -1 | -0.9 | 2 | -2.4 | -4 | -1.0 | -2 | 0.1 | -0.5 | 1.2
CCOC(=O)C1=C(COC(=O)c2ccc(Cl)nc2)NC(=O)NC1C (stereo not given) | -1.3 | 2 | -1.1 | -1 | 1.9 | -1 | -0.3 | 2 | 1.7 | 2.3 | 0.9
Cc1ccccc1N1CCN(C(=O)c2ccc(Oc3ccc(C(F)(F)F)cn3)cc2)CC1 | -1.2 | 5 | -0.5 | 1 | 0.1 | 9 | -0.4 | -3 | -1.7 | -0.9 | -1.4
COCCNC(=O)C(=O)NNC(=O)c1ccccc1OC | 4.2 | -1 | 1.5* | -1 | 3.3 | -3 | 0.1 | -3 | -0.5 | 1.9 | 0.5
CCCCn1c(SC(C)C(N)=O)nc2cc(C(=O)OC)ccc2c1=O (stereo not given) | 1.4 | -4 | -0.6 | 0 | 1.3 | -5 | -2.2 | 4 | 0.3 | 0.9 | -0.4
O=C1C2C3C=CC(C3)C2C(=O)N1CCN1CCN(S(=O)(=O)c2ccc3ccccc3c2)CC1 (stereo not given) | -1.1 | -2 | -0.9 | -1 | -1.7 | -8 | 1.0 | 4 | 0.0 | -2.6 | -0.8
CSc1[nH]c(=O)c(C(=O)O)cc1C#N | 0.3 | 3 | -1.1 | -7 | 0.8 | -14 | 0.9 | 0 | 2.1 | 0.7 | 1.1
O=C(c1noc2c1CSc1ccccc1-2)N1CCN(c2ccc(Cl)cc2)CC1 | 0.9 | 0 | -1.0 | 2 | 1.4 | 17 | -3.9 | -2 | 0.0 | 0.8 | -0.1
CCCn1ncc(CN2CCN(Cc3ccsc3)C(CCO)C2)c1C (stereo not given) | -1.0 | 1 | -1.2 | -3 | 1.9 | -4 | 0.9 | -4 | 0.6 | -1.1 | 1.0
Cn1c(=O)c(C(=O)COc2ccc(C#N)cc2)c(N)n(Cc2ccccc2)c1=O | -0.8 | 2 | -1.8 | 2 | 2.4 | -4 | -0.2 | -3 | 1.9 | 0.2 | -0.4
CSCC[C@H](NC(=O)OC(C)(C)C)C(=O)N1CCC(C(=O)NCC(=O)Nc2ccc(C)cc2)CC1 | -0.5 | -1 | -0.9 | -3 | -1.3 | 3 | 1.1 | -3 | -0.7 | -1.1 | 0.2
CCN(CCNC(=O)C1CCN(S(C)(=O)=O)CC1)c1ccccc1 | 0.7 | -2 | -0.9 | -1 | -0.1 | 4 | -1.9 | -3 | 0.0 | 0.8 | 0.2
C=CCSc1nc(=O)n2cccc(C)c2n1 | -1.9 | 2 | -1.9 | -6 | -0.8 | -7 | -0.3 | 1 | -0.2 | 6.8 | 0.0
Cc1ccc(N2CCN(C(=O)N3CCCC3)CC2)cc1C | -1.0 | -2 | -0.9 | -1 | -0.7 | 0 | -1.2 | -1 | -0.6 | 0.8 | 0.1
CCOCc1nnc(NC(=O)c2cccc(OC)c2)s1 | 2.4 | 2 | 0.0 | -3 | 3.7 | -4 | 2.8 | -2 | 2.2 | 1.0 | 2.1

Some of these compounds in order of SMILES length, falling.
SMILES | hcDAF12 agonist | NPR1 activator | ssDAF-12 act | ADAM17 inh | hgDAF-12 ag | ADAM10 inh | PG9 Ab binder | SMARCA2 act | DAX1 inh-1 | FXN GAA850 act | DAX1 inh-2
O=C1C2C3C=CC(C3)C2C(=O)N1CCN1CCN(S(=O)(=O)c2ccc3ccccc3c2)CC1 (stereo not given) | -1.1 | -2 | -0.9 | -1 | -1.7 | -8 | 1.0 | 4 | 0.0 | -2.6 | -0.8
O=C(CCCN1C(=O)/C(=C/c2ccccc2Cl)SC1=S)NNC(=O)c1cccnc1 | -6.4 | 7 | -3.2 | -1 | -13 | 8 | -0.8 | -14 | -2.3 | -5.0 | -1.0
Clc1ccccc1-c1nnc(-c2ccc3c(c2)OCO3)o1 | 5.8* | 0 | 0.6 | -45 | 19* | -130 | -0.1 | 0 | 2.6 | 5.4 | 3.5
CC(C)Cn1c(N)c(C=O)c(=O)[nH]c1=O | -0.6 | 2 | -0.9 | 0 | 5.6 | -6 | 0.1 | 0 | 0.4 | 0.8 | 0.4

(more compounds)
SMILES | hcDAF12 agonist | NPR1 activator | ssDAF-12 act | ADAM17 inh | hgDAF-12 ag | ADAM10 inh | PG9 Ab binder | SMARCA2 act | DAX1 inh-1 | FXN GAA850 act | DAX1 inh-2
COc1cccc(NC=C2C(=O)OC(C)(C)OC2=O)c1 | 0.8 | -1 | -1.2 | -2 | 2.1 | -13 | -1.4 | -1 | -1.7 | 0.6 | -0.7
FC(F)(F)c1nc(Sc2ncccc2C(F)(F)F)n[nH]1 | -0.7 | -8 | -1.1 | -6 | -0.2 | -1 | 2.6 | -4 | 0.9 | -0.3 | -0.2
c1ccc2c(c1)CCCC2C1=NCCN1 (stereo not given) | -2.4 | 1 | -0.6 | -3 | -1.2 | -1 | -1.5 | -6 | 0.2 | -1.2 | 0.3
CC(C)C[C@@H](COCc1ccc(Cl)cc1)N1CCN(C(=O)c2ccc(Cl)cc2Cl)CCC1=O | -1.9 | -7 | -1.4 | 5 | -2.4 | -4 | 0.6 | -5 | . | . | 0.9
Cc1ccccc1-c1cnc(C(O)c2ccc(-c3ccccc3)cc2)[nH]1 (stereo not given) | -0.3 | -4 | -1.4 | 9.1* | 1.3 | 23* | -0.6 | -2 | . | 1.0 | 0.3
CCOC(=O)N/N=C/c1ccc(OCCSc2ccc(Cl)cc2)c(OC)c1 | -2.0 | 4 | -1.1 | 1 | -0.4 | 0 | -1.0 | -2 | -0.9 | -1.4 | -0.4
O=C(c1cc(COc2ccc(F)cc2Cl)on1)N1CCCCCCC1 | -1.1 | 7 | -0.9 | -2 | -0.3 | 4 | -0.7 | -2 | 0.6 | 4.3 | -0.1

Assay outcomes deposited in PubChem by several laboratories.
